# Screening data deposited in PubChem by National Center for Advancing Translational Sciences (NCATS).
# AmpC no deterg – AmpC beta-lactamase inhibition without detergent | P00811 | Potency, µM (doses to about 57.1 µM), for the others: top-dose activity change, negative = inhibition, actives largely listed as inhibitors | actives 0.52% (n = 330,000) | AID 485341 | AmpC nitrocefin hydrolysis, absorbance 480 nm, 0.0001% Triton;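 further: potency means the concentration at half of the fitted maximal effect; plate controls were no compound for no effect and no enzyme for full effect; nearly all actives have a fitted effect of over 20% in size; some results filed as inactive show a strong effect at the top dose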
# Target sequence (P00811 whole entry, looked up): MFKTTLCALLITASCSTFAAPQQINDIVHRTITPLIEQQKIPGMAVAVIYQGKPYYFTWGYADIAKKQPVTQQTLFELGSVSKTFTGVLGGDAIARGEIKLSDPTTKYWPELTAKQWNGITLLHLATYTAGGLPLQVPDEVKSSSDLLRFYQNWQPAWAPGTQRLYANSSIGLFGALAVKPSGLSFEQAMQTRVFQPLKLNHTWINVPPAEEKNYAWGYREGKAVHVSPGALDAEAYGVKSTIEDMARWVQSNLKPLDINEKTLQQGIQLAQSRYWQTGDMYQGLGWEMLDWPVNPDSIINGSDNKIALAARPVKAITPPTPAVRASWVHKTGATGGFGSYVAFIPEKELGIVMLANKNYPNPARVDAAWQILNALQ
#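 20 mM phosphate pH 7.0 + 0.01% (detergent screen) or 0.0001% Triton X-100; 5.3 nM AmpC reagent; cpd preinc 15 min RT; nitrocefin (800 uM stock) to start; A480 q20 s × 4 min; Activity was normalised to no-enzyme and no-compound control wells.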
# FBPA Giardia inh – blocks Giardia fructose-bisphosphate aldolase activity. A8B2U2. purified Giardia FBPA. Potency, µM (series often up to 59.6 µM), inactives show at the highest dose activity, negative = inhibition, usual class: inhibitors. actives 0.71% (n = 290,000). AID 2451; further: potency means the concentration at half of the fitted maximal effect; nearly all actives have a fitted effect of over 55% in size
# Target sequence (A8B2U2 whole entry, looked up): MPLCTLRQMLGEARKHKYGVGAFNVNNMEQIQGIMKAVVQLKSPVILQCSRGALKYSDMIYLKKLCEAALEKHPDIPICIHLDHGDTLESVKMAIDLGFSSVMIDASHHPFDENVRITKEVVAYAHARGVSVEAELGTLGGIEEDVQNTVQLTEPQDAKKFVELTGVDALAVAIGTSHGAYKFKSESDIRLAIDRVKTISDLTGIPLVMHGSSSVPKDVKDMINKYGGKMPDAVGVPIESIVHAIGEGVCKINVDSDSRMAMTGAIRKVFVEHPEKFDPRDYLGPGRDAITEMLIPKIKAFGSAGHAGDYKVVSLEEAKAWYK
#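 40 nM FBPA preincubated 10 min at RT with compound (up to 57.5 uM final), then substrate plus GAPDH/TPI/NAD/arsenate coupling and diaphorase/resazurin added. Fluorescence read after 20 min at RT, 525/598 nm.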
# AmpC inh detg – inhibitors of E. coli AmpC beta-lactamase with detergent; P00811; actives 0.041% (n = 370,000); Potency, µM (titrated, usually from 114 µM), for inactives: at the highest dose activity change, negative = inhibition, hits mostly inhibitors; AmpC hydrolysis of nitrocefin, absorbance 480 nm, 0.01% Triton;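 further: potency means the concentration at half of the fitted maximal effect; 0% = no-compound wells and -100% = no-enzyme wells; nearly all actives have a fitted effect of over 25% in size; some results filed as inactive show a strong effect at the top dose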
#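 20 mM phosphate pH 7.0 + 0.01% (detergent screen) or 0.0001% Triton X-100; 5.3 nM AmpC reagent; cpd preinc 15 min RT; nitrocefin (800 uM stock) to start; A480 q20 s × 4 min; Activity was normalised to no-enzyme and no-compound control wells.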
# HCV inh – inhibitors of hepatitis C virus infection; Huh7.5.1 HCVcc-Cre infection, luciferase reporter, 44 h; AID 651820; Potency, µM (top dose mostly 41.8 µM), for the others: at the highest dose activity change, negative = inhibition, most hits filed as inhibitors; actives 3.4% (n = 340,000); further: potency means the concentration at half of the fitted maximal effect
#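 HCVcc-Cre virus at an moi near 0.5 was added right after compound to cells cultured 4 h from seeding (1,000 cells/well). Luciferase activity was determined 44 h later, 15 min after substrate addition at RT.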
# HCMV antiviral – blocks human cytomegalovirus replication; HFF cells, HCMV-luciferase reporter, 72 h; stronger effect = lower value; activity change, negative = inhibition, % at 57.5 µM; actives 4.5% (n = 410,000); AID 1259415; in the data active means activity change below about -60%; inconclusive means no clear call, values can overlap the other calls; inactive means above about -39%
#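 Luciferase read-out from HCMV-luciferase-infected HFFs (MOI 1 PFU/cell) 72 h post infection at 37C; compounds added after 16 h cell attachment; activity normalized between buffer-only basal and Salinomycin (10uM) inhibitor controls.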
# Sm TGR block – S. mansoni TGR enzyme inhibition; Q962Y6; purified TGR, DTNB reduction, TNB absorbance 405 nm; Potency, µM (series often up to 114 µM), for inactives: top-dose activity change, negative = inhibition, hits mostly inhibitors; actives 3% (n = 360,000); AID 485364; further: potency means the concentration at half of the fitted maximal effect; nearly all actives have a fitted effect of over 60% in size
#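 Kinetic colorimetric format: TGR-catalysed, NADPH-driven DTNB reduction monitored via TNB absorbance. Enzyme dispensed at 20 nM; compound exposure 15 min at room temperature before reaction start.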
# Active calls of the source: *; ? = inconclusive; / = no result given; [ ] = dose if it differs, or a comment. Unless noted, the call rests on the fitted dose curve; in most records, active means well fitted curve in the direction sought with a large enough effect; inconclusive means small, poorly fitted or top-dose-only effect, or another doubt; inactive means no such curve, though single readings can be large; an effect the other way counts as inactive or inconclusive. Unless noted, on the % scale 0 is the no-effect control and ±100 the full control effect.
SMILES,AmpC no deterg,FBPA Giardia inh,AmpC inh detg,HCV inh,HCMV antiviral,Sm TGR block
Cc1cc(N2CC(C(=O)NCc3cccs3)CC2=O)ccc1C(C)C (centres undefined),54.4%,-0.2%,-0.5%,?,23.4,1.4%
CC(C)CNC(=O)c1cccc(NC(=O)c2ccc(Cl)c([N+](=O)[O-])c2)c1,-13.2%,0.2%,-2.0%,?,-15.0,-17.5%
C=CCNC(=S)N1CCN(CCN=CC2=C(O)CC(c3cccs3)CC2=O)CC1 (centres undefined),82.7%[activator],-10.4%,?,20.5%,-20.7,-7.2%
COc1ccc(NS(=O)(=O)CC(C)C)c(OC)c1,-18.3%,-16.7%,?,1.8%,-14.6,1.9%
CCOC(=O)c1c(C)sc(-c2c(-c3ccc(OC)c(F)c3)[nH]c3[nH]c(=O)[nH]c(=O)c23)c1O,/,/,-0.1%,/,-5.2,4.7%
COC(=O)CN1C2(C#N)CCCCC2CC2CCCCC21C#N (centres undefined),5.6%,-18.2%,?,2.3%,9.0,-4.5%
CN1CCN(C(=O)c2cc3sc4ccccc4c3s2)CC1,102.1%[activator],2.0%,2.2%,-2.4%,121.6,29.7%
CCC(=O)N1CCc2cc(CNS(=O)(=O)c3ccc(Br)s3)ccc21,/,/,0.4%,/,-28.1,2.8%
CN(CC(=O)NC1CCN(Cc2ccccc2)CC1)S(=O)(=O)c1ccc(Cl)s1,-6.7%,/,-0.5%,?,-24.2,-6.4%
COc1ccc(-c2nc(CS(=O)CC(=O)NCCN3CCCCC3C)c(C)o2)cc1OC (centres undefined),21.5%,/,2.5%,9.3%,0.0,-29.2%
CCN1Cc2c(cc(OC)c(OC)c2OC)-c2ccccc2S1(=O)=O,-1.9%,/,/,-21.7%,-11.4,/
Cc1c(-n2c(=O)n(Cc3ccccc3)c(=O)c3[nH]cnc32)cccc1S(C)=O (centres undefined),1.1%,?,6.1%,?,-12.6,11.1%
O=C(C1=C[C@H](c2coc3ccccc3c2=O)C[C@H](OCCCCO)O1)N1CCN(Cc2ccc3c(c2)OCO3)CC1,190.9%[activator],-0.5%,-1.6%,-9.7%,-10.8,-8.5%
CC(=O)C1CCC2C3CCC4CC(O)CCC4(C)C3CCC12C (centres undefined),32.0%,/,?,-3.5%,-4.0,-4.9%
CC(C)[C@H](NC(=O)C1CCN(S(=O)(=O)c2ccc(F)cc2)CC1)C(=O)NCc1ccncc1,-2.9%,/,-0.6%,12.0%,-9.3,-5.8%
Cc1cccc(NC(=O)c2cc[n+]([O-])cc2)c1C,2.4%,9.1%,-8.5%,6.0%,-4.2,3.8%
CC(=O)c1ccc(NS(=O)(=O)c2ccc(N/C=C/C(=O)c3ccc(F)cc3)cc2)cc1,-54.3%,-1.6%,-1.3%,-0.1%,-3.0,-0.2%
CC(=O)N1CCOc2ccc(S(=O)(=O)NCC3CCC(C(=O)Nc4ccc(C)cn4)CC3)cc21 (centres undefined),51.6%,/,-9.2%,?,-68.1*,-11.1%
O=c1[nH]cnc2c1ncn2Cc1ccc([N+](=O)[O-])cc1,-1.4%,3.9%,2.2%,11.0%,-38.6,-1.1%
CCOC(=O)CC(NC(=O)c1cc2cc(Br)cc(OC)c2oc1=O)c1ccc(OC)cc1 (centres undefined),/,/,-2.3%,/,11.2,1.0%
Cc1ccc(C)c(NC(=O)CSc2nnc(NC(=O)Nc3ccccc3)s2)c1,/,/,1.2%,/,1.4,6.3%
CC1Cc2cc(S(=O)(=O)CCC(=O)Nc3cccc(F)c3)ccc2N1C(=O)C1CC1 (centres undefined),/,/,?,/,?,1.7%
Cc1noc(C)c1S(=O)(=O)N(CC(=O)N1CCn2c1nc1ccccc12)c1ccc(C(C)C)cc1,0.6%,-6.8%,-9.0%,6.3%,24.0,2.1%
O=C(Cc1ccc(F)cc1)N/N=C/c1ccccn1,-23.5%,11.3%,?,6.4%,-20.9,-5.4%
COc1cc(C)c(NC(=S)Nc2cccc(Cl)c2C)cc1OC,-7.7%,-21.3%,-0.6%,5.8%,-9.7,0.9%

# Next section.
SMILES,AmpC no deterg,FBPA Giardia inh,AmpC inh detg,HCV inh,HCMV antiviral,Sm TGR block
C/C(CC(=O)Nc1ccc(Cl)cc1Cl)=N\NC(=O)c1ccncc1,69.0%[activator],-6.7%,-6.9%,?,27.7,?
CCC(Oc1ccc2c(=O)c(-c3ccccc3OC)coc2c1)C(=O)OCc1ccccc1 (centres undefined),-17.2%,3.8%,-13.7%,?,60.1,0.0%
O=C(CSc1ccc(F)cc1)Nc1nnc(-c2ccco2)o1,-19.0%,/,0.3%,9.5%,-31.0,-24.6%
COc1ccc(NC(=O)CSc2nc(N)cc(N)n2)cc1S(=O)(=O)N1CCCCC1,-25.1%,/,-1.1%,3.2%,-16.6,-8.7%
O=C(Cc1cccs1)Nc1ccccn1,-17.2%,-1.9%,?,23.5%,119.3,-14.1%
O=C(Nc1cc(-c2nn(CC(=O)N3CCCCC3)c(=O)c3ccccc23)ccc1N1CCOCC1)c1ccc(Cl)cc1,-12.7%,1.6%,-0.7%,-11.3%,-7.0,2.8%
COCCn1c(SC)nnc1-c1c[nH]c2ccccc12,-15.1%,1.7%,4.2%,12.4%,27.8,-1.3%
COc1cc2c(cc1NS(=O)(=O)N1CCCCC1)oc1ccccc12,11.2%,-6.5%,-6.5%,?,18.9,-4.7%
CCn1c(C(=O)OC)cc2c1ccn2-c1ccc(F)cc1,-4.4%,-12.8%,2.5%,4.47µM*,69.6,0.4%
Cc1ccc(S(=O)(=O)NCCCNC(=O)c2ccccc2)cc1,-13.8%,4.5%,?,-5.0%,-10.8,15.6%
CCOC(=O)c1c(-c2ccc(C)o2)csc1NC(=O)CSc1ncn[nH]1,-11.5%,-12.6%,2.4%,?,-8.6,20µM*
COc1ccc(NC(=O)c2ccco2)cc1NC(=O)COc1cc(C)ccc1C(C)C,/,/,5.3%,/,-79.4*,-2.6%
CCOC(=O)CCC(=O)NNC(=O)c1ccc(NC(=O)c2ccccc2)cc1,7.0%,2.7%,-5.0%,-3.6%,9.7,8.1%
CCO[C@H]1OC(C(N)=O)=C[C@@H](c2ccc(Br)cc2)[C@@H]1CCCO,38.6%,9.8%,-4.1%,12.7%,15.9,12.8%
CCOC(=O)c1c(NC(=O)COC(=O)/C=C/c2ccccc2)sc(C(=O)NC)c1C,-16.7%,/,5.9%,6.0%,33.5,-3.7%
Cc1ccc(CN2CCN(Cc3ccc(C)s3)CC2CCO)cc1 (centres undefined),40.7%,2.3%,-3.4%,-22.7%,?,-11.7%
COc1ccc(S(=O)(=O)N2CCN(c3ccccc3)CC2)cc1,-7.5%,3.3%,5.4%,5.0%,-29.7,16.9%
COc1ccccc1NS(=O)(=O)c1cc(NC(=O)C2=NNC(=O)CC2)ccc1C,-48.7%,/,-9.9%,?,?,-0.6%
COc1ccccc1N1CCN(CCc2n[nH]c(=S)n2-c2ccccc2)CC1,-0.5%,-5.3%,-0.8%,2.5%,9.7,1.6%
CCOC(=O)c1cnn(-c2nc(SC)nc3sc4c(c23)CCCC4)c1N,-34.5%,1.2%,-2.1%,-18.9%,-12.6,2.6%
CC(=O)Nc1ccc(S(=O)(=O)NC2(C(F)(F)F)C(=O)Nc3c2c(=O)[nH]c(=O)n3-c2cccc(Cl)c2)cc1 (centres undefined),/,/,-1.4%,/,-4.8,-1.1%
CC(=O)Nc1cccc(/C(C)=N/N2C(C)CCCC2C)c1 (centres undefined),19.8%,6.7%,-11.2%,20.3%,6.0,-0.7%
CCCCCCc1nc2ccccc2c(=O)n1NC(=O)c1c(O)c2c(n(CC(C)C)c1=O)CCCC2,-29.2%,3.9%,-1.2%,18.6%,-92.8*,13.5%
COc1cccc(C(=O)NCCSc2c(-c3ccc(F)cc3)[nH]c3ccccc23)c1OC,/,/,9.5%,/,-25.1,5.1%
Cc1occc1-c1nnc(SCC(=O)Nc2ccccc2)n1CCc1ccccc1,43.2%,6.0%,-5.5%,5.0%,33.0,-5.7%

# Part of the list above, set out differently.
COCCn1c(SC)nnc1-c1c[nH]c2ccccc12
  AmpC no deterg: -15.1% | FBPA Giardia inh: 1.7% | AmpC inh detg: 4.2% | HCV inh: 12.4% | HCMV antiviral: 27.8 | Sm TGR block: -1.3%

COc1cc2c(cc1NS(=O)(=O)N1CCCCC1)oc1ccccc12
  AmpC no deterg: 11.2% | FBPA Giardia inh: -6.5% | AmpC inh detg: -6.5% | HCV inh: ? | HCMV antiviral: 18.9 | Sm TGR block: -4.7%

CCn1c(C(=O)OC)cc2c1ccn2-c1ccc(F)cc1
  AmpC no deterg: -4.4% | FBPA Giardia inh: -12.8% | AmpC inh detg: 2.5% | HCV inh: 4.47µM* | HCMV antiviral: 69.6 | Sm TGR block: 0.4%

# (further entries)
SMILES,AmpC no deterg,FBPA Giardia inh,AmpC inh detg,HCV inh,HCMV antiviral,Sm TGR block
CCN(CC)c1ccc(C=C2C(=O)OC(c3ccccc3)OC2=O)cc1 (centres undefined),-17.6%,-0.3%,-14.7%,-6.3%,-29.8,-27.1%
O=C1CCCC/C1=C/NCc1ccccc1,2.7%,-3.8%,-11.4%,14.2%,-30.5,4.2%
NS(=O)(=O)c1cccc(NC(=O)CCC(=O)c2cccs2)c1,-18.9%,8.8%,-3.8%,8.6%,-28.7,13.6%
CCOC(=O)c1oc2ccc(Br)cc2c1CSc1nnc(C)s1,-15.2%,-2.8%,?,-8.6%,-6.2,-20.0%
CC(C)Cc1nc(SCC(=O)N2CCCC2)c2c(=O)n(C)c(=O)n(C)c2n1,175.3%,/,-0.4%,-25.1%,?,-19.1%
O=C(COC(=O)c1cc(Br)ccc1O)NNC(=O)c1cccs1,-23.7%,/,-1.2%,4.3%,-3.9,0.0%
COc1ccc(NC(=S)NCCc2ccccc2)c(C)c1,-23.7%,-7.7%,?,-6.5%,20.0,-6.0%
COc1cc(C)ccc1NC(=O)c1ccc(S(=O)(=O)N2CCOCC2)cc1,16.8%,5.3%,-12.1%,-14.6%,-23.6,6.7%
Cn1c(CC(=O)Nc2ccccc2)nnc1SCC(=O)Nc1ccc(N2CCOCC2)cc1,-4.4%,0.9%,-12.5%,17.3%,1.6,0.7%
COc1ccc(CCN(C)C(=S)Nc2cccc(C)c2)cc1OC,-1.9%,-9.7%,-5.9%,-2.3%,12.3,0.7%
CC(CN1CCC(n2nccc2NC(=O)CCCc2ccccc2)CC1)c1ccccc1 (centres undefined),127.6%[activator],/,5.3%,?,/,1.3%
O=C(CSc1ccc(F)cc1)Nc1ccccc1N1CCOCC1,-8.4%,/,-5.1%,-2.2%,-33.6,-5.6%
C[C@H](CO)N1C[C@H](C)[C@@H](CN(C)S(=O)(=O)c2cccs2)Oc2ccc(NS(=O)(=O)c3ccc(F)cc3)cc2C1=O,104.1%[activator],/,/,-4.2%,4.0,/

# Quoted at random: two compounds from above.
SMILES,AmpC no deterg,FBPA Giardia inh,AmpC inh detg,HCV inh,HCMV antiviral,Sm TGR block
Cc1ccc(CN2CCN(Cc3ccc(C)s3)CC2CCO)cc1 (centres undefined),40.7%,2.3%,-3.4%,-22.7%,?,-11.7%
CN(CC(=O)NC1CCN(Cc2ccccc2)CC1)S(=O)(=O)c1ccc(Cl)s1,-6.7%,/,-0.5%,?,-24.2,-6.4%
